Source: PubChem
NCI-60 one-dose screen, 48 h, at 10 µM unless noted. Numbers give growth in % (100 = growth as untreated, 0 = no growth, -100 = all killed).
NCI-H23 = NCI-H23 lung cancer | 80,000 tested, 4% active | AID 1794731
SNB-19 = SNB-19 CNS cancer cells; 81,000 tested, 2.5% active; AID 1794751
SF-295 = SF-295 CNS cancer cells | 79,000 tested, 5.6% active
A498 = A498 renal cancer cells; 76,000 tested, 5.4% active; AID 1794774
SNB-75 = SNB-75 CNS cancer. 79,000 tested, 5% active
U251 = U251 CNS tumor cells | 80,000 tested, 5.4% active | AID 1794753
SF-539 = SF-539 CNS cancer; 81,000 tested, 6.8% active
CAKI-1 = CAKI-1 renal cancer; 75,000 tested, 4.7% active
SF-268 = SF-268 CNS cancer cells; 82,000 tested, 3.1% active; AID 1794759
Starred values were filed as active, the others as inactive; nt = not tested or not shown; [ ] = remark or other dose. The calls were made as follows: active = growth percent below 10; inactive = the rest.

SMILES	NCI-H23	SNB-19	SF-295	A498	SNB-75	U251	SF-539	CAKI-1	SF-268
O=C(/C=C/c1ccco1)Nc1ncc(Cc2cccc(C(F)(F)F)c2)s1	22	34	-20*	-6.4*	-1.7*	5.1*	-40*	21	33
COC(=O)c1ccc(Nc2nc3ccccc3cc2C=O)cc1	81	102	94	87	72	103	102	89	99
Cc1ccc(CNCC(=O)O)cc1	103	101	109	108	118	105	98	89	105
NC(=O)c1cc(O)cc(O)c1	98	103	105	103	102	102	117	98	111
C[C@@H]1NC(=O)[C@H](Cc2ccccc2)N(Cc2cccs2)C1=O	99	94	89	54	89	90	99	94	102
CN(C)Cc1cn(-c2ncc(-c3ccc(C(F)(F)F)cc3)c(NC3CCCCCC3)n2)nn1	96	92	94	77	73	73	99	85	88
CC[C@H](c1ccc(O)c(O)c1)[C@@H](CC)c1ccc(O)c(F)c1	97	nt	102	96	77	94	114	96	101
COc1cc(/C=C/c2cc(/C=C/c3ccc(O)c(OC)c3)n(-c3cccc(Cl)c3)c(=S)n2)ccc1O	91	85	110	104	81	59	93	79	84
CCCCCCCCCCN1CCC(N2CCCCC2)CC1	38	28	2.5*	74	-48*	4.7*	-80*	nt	40
N#CC(C#N)=C1NCCO1	103	95	99	104	86	97	97	nt	96
c1ccc2nc(N3CCOCC3)c(N3CCCC3)nc2c1	107	99	103	nt	72	106	110	95	95
CC(=O)Nc1cc(NC(C)=O)ncn1	114	107	108	109	107	102	104	73	94
CC(=C(CCOP(=O)(O)O)SC(=O)c1ccccc1)N(C=O)Cc1cnc(C)nc1N	99	108	104	113	95	nt	102	88	114
COc1cc(C(=O)NC2CC2)cc(OC)c1OC	96	99	102	102	89	104	106	104	99
COC(=O)[C@]12CC[C@@H](C(=O)/C=C/c3cccnc3)[C@@H]1[C@H]1CC[C@@H]3[C@@]4(C)C/C(=C/c5cccnc5)C(=O)C(C)(C)[C@@H]4CC[C@@]3(C)[C@]1(C)CC2	-48*	-88*	-99*	-91*	-99*	-88*	-96*	-79*	-81*
O=C(NCC(O)CO)c1c(I)c(C(=O)NCC(O)CO)c(I)c(N(CCO)C(=O)CO)c1I (stereo not given)	nt	106	111	100	96	99	101	97	103
CC(=O)O[C@H]1CC[C@]2(C)[C@H]3C(=O)C=C4[C@@H]5C[C@](C)(C(=O)N6CCCNCC6)CC[C@]5(C)CC[C@@]4(C)[C@]3(C)CC[C@H]2C1(C)C	40	9.8*	60	74	80	-95*	-93*	-99*	70
Nc1cccc2cccc(S(=O)(=O)O)c12	97	96	99	112	97	102	93	93	100
O=C(Nc1ccccc1O)c1ccc(Nc2ccnc(C(F)(F)F)c2)cc1	100	94	107	88	78	99	88	120	94
Cn1cc(-c2noc(-c3cn(C)c4ncccc34)n2)c2ccccc21	98	106	88	99	65	98	89	85	89
CS(=O)(=O)c1ccc2c(c1)c1c(n2S(=O)(=O)c2ccc(Cl)cc2)CCCC1	36	30	21	-11*	-1.4*	26	3.0*	29	63
Cc1nc2ccccc2c(/C=C/c2ccc(Cl)cc2)c1C(=O)/C=C/c1cccs1	68	87	82	41	57	78	100	46	79
COc1cc(C(=O)N/N=C/c2ccc(N(C)C)cc2)cc(OC)c1OC	19	53	19	-3.1*	38	4.0*	14	68	58
Cc1csc(N2C(=O)C3C4CCC(O4)C3C2=O)n1 (stereo not given)	107	97	121	111	103	111	103	96	107
NC(=S)NNC(=O)c1cccnc1	97	100	98	94	86	94	88	98	100

Single records, as listed above.
`Nc1cccc2cccc(S(=O)(=O)O)c12` is listed with NCI-H23 = 97; SNB-19 = 96; SF-295 = 99; A498 = 112; SNB-75 = 97; U251 = 102; SF-539 = 93; CAKI-1 = 93; SF-268 = 100
`COc1cc(C(=O)NC2CC2)cc(OC)c1OC` is listed with NCI-H23 = 96; SNB-19 = 99; SF-295 = 102; A498 = 102; SNB-75 = 89; U251 = 104; SF-539 = 106; CAKI-1 = 104; SF-268 = 99

(next part)
SMILES	NCI-H23	SNB-19	SF-295	A498	SNB-75	U251	SF-539	CAKI-1	SF-268
CS(=O)(=O)OC1C(COC(=O)c2ccccc2)OC(n2ccc(=O)[nH]c2=O)C1O (stereo not given)	99	108	103	91	97	100	106	92	101
CC(=O)N1C(=S)NC(C)=C(C(=O)OCc2ccccc2)C1c1ccc2c(c1)OCO2 (stereo not given)	94	88	96	92	80	58	84	92	74
COc1ccc(/C=N/NC(=O)c2cnn3c2NC(c2ccccc2)C3)cc1OCc1ccccc1 (stereo not given)	91	89	85	nt	92	90	82	91	89
O=C1N(Cc2cccc3ccccc23)c2ccccc2C12NN=C(c1ccccc1)S2 (stereo not given)	61	60	46	56	71	55	57	66	66
c1ccc(CCNc2nc(-c3ccccc3)n3ncc(NCCc4ccccc4)c3n2)cc1	96	90	91	64	99	42	64	nt	73
Cn1cc(C2=C(c3coc4cc(Br)ccc34)C(=O)N(O)C2=O)c2ccccc21	93	92	100	104	83	98	101	78	99
Nc1ncc(Oc2ccc(Cl)cc2Cl)c(=S)[nH]1	107	102	105	119	115	107	102	101	115
O=S(=O)(O)CCc1ccccn1	117	105	104	97	90	108	97	nt	115
O=C1c2cccc(Oc3ccccc3)c2C(=O)c2cccc(Oc3ccccc3)c21	90	99	107	104	91	91	91	nt	90
CC(C)(C)c1nn(-c2ccccc2)c2c1COCN2Cc1ccc(C(F)(F)F)cc1	96	92	83	94	105	97	93	nt	107
CC(=O)Oc1ccccc1C(=O)[Se]CC(=O)Nc1cccc(C(F)(F)F)c1	-51*	-79*	-77*	-61*	-39*	-48*	-90*	-74*	2.4*
CCCCC1(CC)COC(c2ccccc2)OC1 (stereo not given)	101	105	125	83	97	110	115	100	106
CC(=O)c1ccc(NC(=O)N2CCN(c3cc4c(cc3F)c(=O)c(C(=O)O)cn4C3CC3)CC2)cc1	96	99	97	102	101	105	103	99	94
N#CC1=C(Nc2ccccc2Cl)SC(c2ccccc2O)NC1=O (stereo not given)	112	111	113	95	103	104	100	nt	112
CCOC(=O)CSc1ncnc2c1c(-c1ccccc1)c(-c1ccccc1)n2-c1ccc(C)cc1	75	63	76	75	88	49	86	76	86
Nc1nc(Nc2ccccc2SSc2ccccc2Nc2nc(N)nc(-c3cccc(Br)c3)n2)nc(-c2cccc(Br)c2)n1	32	25	30	72	54	-44*	95	22	37
COc1cc(-c2cc(/C=C/C(=O)c3ccc4c(c3)OCO4)[nH]n2)cc(OC)c1OC	102	66	20	74	70	43	3.7*	60	85
Clc1nc2nc3n(c2nc1Cl)CCC3	99	104	94	112	87	102	101	85	117
O=C(C[n+]1cccc2c3ccccc3ccc21)C(F)(F)F	89	86	105	107	81	90	101	71	80
COc1ccc2nc(-c3ccc(-n4c(=O)c5cccnc5n(-c5ccccc5)c4=O)cc3)sc2c1	98	103	92	89	97	96	111	94	115
COc1ccc(-n2c(CSc3ccc(Cl)cc3)n[nH]c2=S)cc1	111	102	97	95	105	nt	108	97	110
CN/C(=C\[N+](=O)[O-])NCCSCc1csc(CN(C)C)n1	95	102	114	102	90	75	97	107	104
COc1ccc(C2=Nn3c(N=Nc4c(O)[nH]c5ccc(OC)cc45)nnc3SC2)cc1	112	110	96	98	85	102	100	92	107
Cc1c(C#N)cccc1NN	98	99	106	96	97	107	106	113	101
CC1=C2C3OC(=O)C(C)C3CCC2(C)C=C(Br)C1=O (stereo not given)	99	104	101	102	95	nt	92	102	102

New compounds follow:
SMILES	NCI-H23	SNB-19	SF-295	A498	SNB-75	U251	SF-539	CAKI-1	SF-268
CC(C)C1=C[C@@]23CC[C@H]4C(C)(C(=O)O)CCC[C@]4(C)[C@H]2C[C@@H]1C1=C3C(=O)C=CC1=O (stereo not given in full)	99	92	99	106	95	98	102	96	99
O=[N+]([O-])c1cc(Cl)cc(Cl)c1O	98	103	97	106	91	104	90	nt	100
C=C(C)[C@@H]1CCC2(C(=O)S)CC[C@]3(C)[C@H](CC[C@@H]4[C@@]5(C)CC[C@H](O)C(C)(C)[C@@H]5CC[C@]43C)[C@@H]12 (stereo not given in full)	93	113	98	129	108	105	111	100	93
COc1ccc(OC)c(-n2cc(C#N)c(N)c2C(=O)c2ccc(Br)cc2)c1	103	90	94	72	110	116	107	86	101
O=C(CN1CCCCC1)c1ccc(/C=C/c2ccc(Cl)cc2)cc1	97	96	95	46	94	84	91	103	101
O=S(=O)(NCc1ccccc1)c1ccccc1	91	113	107	89	88	99	105	97	101
CCCn1cnc2c(c1=N)C(c1ccc(Br)cc1)c1sc3c(F)cccc3c1O2 (stereo not given)	76	91	82	96	68	83	86	62	84
CC(=O)OC/C=C(/C)C[P+](c1ccccc1)(c1ccccc1)c1ccccc1	80	47	42	82	77	36	64	nt	77
O=C(Nc1nccs1)c1ccc(Cl)cc1	98	92	106	104	74	100	100	116	103
C[N+]1=C(/C=C/c2ccccc2Cl)C(C)(C)c2ccccc21	74	107	103	87	95	84	101	89	97
COc1cc2nc(Cl)nc(Nc3cccc(C4=NN(C(C)=O)C(c5ccc(Br)cc5)C4)c3)c2cc1OC (stereo not given)	86	87	70	83	68	72	83	66	82
CN(C(=O)c1cc2c(cc1Br)OCO2)c1cccc2ccccc12	99	86	98	79	74	91	96	100	95
O=C1/C(=C(/c2ccccc2)N2CCOCC2)Cc2ccccc21	54	78	76	51	50	9.2*	-46*	-44*	11
N#CC(C#N)N=Nc1ccc(S(=O)(=O)N=C(N)N)cc1	99	98	102	102	97	106	97	92	98
c1ccc([C@H]2O[C@@H]2c2ccccc2)cc1	105	98	95	89	86	97	99	95	105
COc1cc2c(cc1-c1c(C)noc1C)ncc1nc(C3CCOCC3)n([C@@H](C)COC(F)F)c12	65	57	52	-6.8*	29	53	32	-11*	71
CC1(C)NC2=C(C(Nc3cccnc3)N1)C(c1ccc([N+](=O)[O-])cc1)C(C(=O)c1ccc(N=[N+]=[N-])cc1)O2 (stereo not given)	103	99	104	108	96	101	102	102	101
Cn1cc(-c2ccc3ncc(-c4ccc(CC(=O)Nc5cc(C(C)(C)C)nn5C)cc4)cc3c2)cn1	7.1*[30 µM]	42[30 µM]	12[30 µM]	11[30 µM]	22[30 µM]	35[30 µM]	19[30 µM]	5.7*[30 µM]	25[30 µM]
Cc1c(C(=O)NCCCC(=O)NO)sc2ncnc(Nc3ccc(NC(=O)Nc4cccc(C(F)(F)F)c4)cc3)c12	105	97	94	nt	71	87	72	101	99

Gathered by group: the compounds so far containing a Cl atom (12)
SMILES	NCI-H23	SNB-19	SF-295	A498	SNB-75	U251	SF-539	CAKI-1	SF-268
COc1cc(/C=C/c2cc(/C=C/c3ccc(O)c(OC)c3)n(-c3cccc(Cl)c3)c(=S)n2)ccc1O	91	85	110	104	81	59	93	79	84
CS(=O)(=O)c1ccc2c(c1)c1c(n2S(=O)(=O)c2ccc(Cl)cc2)CCCC1	36	30	21	-11*	-1.4*	26	3.0*	29	63
Cc1nc2ccccc2c(/C=C/c2ccc(Cl)cc2)c1C(=O)/C=C/c1cccs1	68	87	82	41	57	78	100	46	79
Nc1ncc(Oc2ccc(Cl)cc2Cl)c(=S)[nH]1	107	102	105	119	115	107	102	101	115
N#CC1=C(Nc2ccccc2Cl)SC(c2ccccc2O)NC1=O (stereo not given)	112	111	113	95	103	104	100	nt	112
Clc1nc2nc3n(c2nc1Cl)CCC3	99	104	94	112	87	102	101	85	117
COc1ccc(-n2c(CSc3ccc(Cl)cc3)n[nH]c2=S)cc1	111	102	97	95	105	nt	108	97	110
O=[N+]([O-])c1cc(Cl)cc(Cl)c1O	98	103	97	106	91	104	90	nt	100
O=C(CN1CCCCC1)c1ccc(/C=C/c2ccc(Cl)cc2)cc1	97	96	95	46	94	84	91	103	101
O=C(Nc1nccs1)c1ccc(Cl)cc1	98	92	106	104	74	100	100	116	103
C[N+]1=C(/C=C/c2ccccc2Cl)C(C)(C)c2ccccc21	74	107	103	87	95	84	101	89	97
COc1cc2nc(Cl)nc(Nc3cccc(C4=NN(C(C)=O)C(c5ccc(Br)cc5)C4)c3)c2cc1OC (stereo not given)	86	87	70	83	68	72	83	66	82
